AHR activator: AHR activators, primary screen, cell-based, luminescence, luciferase reporter, human; AID 2796, 2010; AHR-responsive luciferase reporter cells; actives 2.5% (n = 320,000); Aryl hydrocarbon receptor (Homo sapiens), P35869; activation, % at 5 µM; in the data active means activation above about 47%;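 further: 0% = vehicle wells and 100% = reference agonist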
Target sequence (P35869 whole entry, looked up): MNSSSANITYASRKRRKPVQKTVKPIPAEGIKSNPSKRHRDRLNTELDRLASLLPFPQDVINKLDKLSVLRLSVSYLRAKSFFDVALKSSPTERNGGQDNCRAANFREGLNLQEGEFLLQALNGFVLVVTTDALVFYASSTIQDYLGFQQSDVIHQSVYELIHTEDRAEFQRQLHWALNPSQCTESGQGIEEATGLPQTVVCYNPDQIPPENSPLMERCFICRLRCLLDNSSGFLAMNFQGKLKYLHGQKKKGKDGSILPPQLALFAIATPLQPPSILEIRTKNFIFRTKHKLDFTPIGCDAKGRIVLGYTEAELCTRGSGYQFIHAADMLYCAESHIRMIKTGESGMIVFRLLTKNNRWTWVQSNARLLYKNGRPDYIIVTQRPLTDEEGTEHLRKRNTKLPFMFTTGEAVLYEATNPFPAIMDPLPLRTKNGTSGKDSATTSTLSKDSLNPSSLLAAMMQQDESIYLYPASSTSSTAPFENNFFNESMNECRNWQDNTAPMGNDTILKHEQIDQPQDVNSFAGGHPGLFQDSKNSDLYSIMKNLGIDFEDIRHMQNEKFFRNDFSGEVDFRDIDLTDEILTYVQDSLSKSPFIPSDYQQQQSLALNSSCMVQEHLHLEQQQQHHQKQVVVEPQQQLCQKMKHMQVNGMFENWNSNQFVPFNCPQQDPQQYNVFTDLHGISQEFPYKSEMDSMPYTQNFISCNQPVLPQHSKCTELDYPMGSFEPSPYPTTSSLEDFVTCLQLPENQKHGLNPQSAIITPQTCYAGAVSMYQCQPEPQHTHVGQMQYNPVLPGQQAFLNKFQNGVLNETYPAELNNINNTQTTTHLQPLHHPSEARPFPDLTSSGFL
CIT2 TOR yeast: modulators of CIT2-GFP expression in yeast, primary screen, S. cerevisiae, GFP fusion, multiplex flow cytometry, MLPCN library; GFP response vs DMSO, % at 10 µM; actives 0.065% (n = 320,000); S. cerevisiae CIT2-GFP strain, 3 h; 100 means same as DMSO wells;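 active means GFP response relative to DMSO above a set limit, near the screen mean plus 3 SD, cut at about 150% in these data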;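 further: ratio of well median GFP fluorescence to mean of DMSO wells on the plate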
Efflux pump inh: inhibitors of Candida efflux pumps in yeast, primary screen, S. cerevisiae, Nile Red, multiplex; S. cerevisiae Candida pump triplex; inhibition, % at 10 µM; actives 0.44% (n = 330,000); AID 485275, 2010;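 active means plate passing quality check with inhibition over a set limit, or well fluorescence over plate mean plus 4 SD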;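 further: Nile Red retained in pooled yeast measured as flow cytometry median fluorescence; 0% = buffer negative control and 100% = Enniatin B positive control; higher means more Nile Red kept so more efflux inhibition; some compounds called inactive have numbers as strong as hits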
MEP2 TOR yeast: modulators of MEP2-GFP levels in yeast, primary screen, S. cerevisiae, multiplex flow cytometry, MLPCN library | S. cerevisiae MEP2-GFP strain, 3 h; 100% = DMSO control level | GFP response vs DMSO, % at 10 µM | actives 0.51% (n = 330,000);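 active means GFP response versus DMSO above a set limit, roughly screen mean plus 3 SD, cut at about 180% in these data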;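 further: median GFP fluorescence of the barcode-gated MEP2-GFP cells per well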
CR mimetic SO: reduction of superoxide in aged yeast, primary screen, HTS. S. cerevisiae aged cells, superoxide DHE fluorescence; active compounds read low. superoxide response (% of plate mean), % at 10 µM. actives 0.18% (n = 330,000). AID 2690, 2010;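 active means superoxide response under a set limit, about three screen SD below normal, cut at about 65% in these data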;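 further: yeast aged for seven days with compound at 30 °C before DHE staining; 100% = average MFI of all compound-treated wells on the plate with controls excluded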
RPL19A TOR yeast: RPL19A-GFP expression modulators in yeast, primary screen, cell-based, S. cerevisiae, multiplex flow cytometry, MLPCN | actives 0.3% (n = 330,000) | percent response vs DMSO, % at 10 µM | AID 2025, 2009 | S. cerevisiae RPL19A-GFP strain, 3 h; active compounds read low;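 active means percent response vs DMSO below 50%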;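 further: median channel GFP fluorescence of the barcoded RPL19A-GFP strain; ratio of sample median GFP to plate DMSO average so 100% = DMSO; lower means less RPL19A-GFP as with rapamycin TOR inhibition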
LAP4 TOR yeast: modulators of LAP4-GFP expression in yeast, primary screen, S. cerevisiae, multiplex flow cytometry, MLPCN library | 3 h; median GFP as percent of DMSO wells | GFP response vs DMSO, % at 10 µM | actives 0.34% (n = 320,000) | AID 2023, 2009;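 active means GFP response vs DMSO above a set limit, about the screen mean plus 3 SD, cut at about 150% in these data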
AGP1-GFP MLPCN: modulators of AGP1-GFP expression in yeast TOR pathway, primary screen, cell-based, multiplex flow cytometry, S. cerevisiae, MLPCN library; AID 2066, 2009; GFP response vs DMSO, % at 10 µM; 3 h; GFP as percent of DMSO wells; actives 0.02% (n = 320,000);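 active means GFP response relative to DMSO above a set limit, near screen average plus 3 SD, cut at about 150% in these data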;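 further: median GFP channel fluorescence of the gated AGP1 strain per well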
The depositor's hits bear a star; nt = not tested or not shown.

The line under a structure holds: AHR activator	CIT2 TOR yeast	Efflux pump inh	MEP2 TOR yeast	CR mimetic SO	RPL19A TOR yeast	LAP4 TOR yeast	AGP1-GFP MLPCN
Cc1noc(C)c1S(=O)(=O)N1CCCC(C(=O)Nc2nccs2)C1 (configuration not stated)
    5.4	109.9	-0.2	99.3	108.3	110.5	92.5	104.4
Cc1ccc(N2CC(C(=O)OCC(=O)Nc3cc(C)on3)CC2=O)c(C)c1 (configuration not stated)
    1.4	96.8	0.1	104.9	105.2	98.8	93.2	73.7
CC(=O)Nc1ccc(S(=O)(=O)Nc2nccc(C3Cc4ccccc4C(=O)O3)n2)cc1 (configuration not stated)
    -1.4	92.7	-0.1	96.5	92.0	92.5	97.1	96.6
COc1ccc(C(C)(C)C)cc1NC(=O)CCc1c(C)noc1C
    9.3	103.8	-0.1	103.4	110.4	99.6	104.6	101.8
CC1=CC(=O)C(C(C)C)=CC1=NC(=O)c1ccc(C)cc1
    16.8	91.3	0.2	90.5	96.9	96.7	102.7	102.8
CC1CCN(CC[C@H]2CCCN2S(=O)(=O)c2cccc(O)c2)CC1
    3.0	91.2	-0.3	91.7	90.6	98.9	130.3	86.6
Cc1nc(C(=O)N2CCCC(C(=O)c3cccc(OC(C)C)c3)C2)cs1 (configuration not stated)
    nt	96.6	-0.7	99.6	94.4	103.5	83.6	88.1
COc1ccc(C(=O)COC(=O)CNC(=O)c2ccccc2)cc1F
    1.1	91.8	0.1	114.0	117.9	97.9	110.3	94.9
O=C(CSc1ncnc2sc3c(c12)CCCCC3)NCc1ccco1
    -0.3	77.8	0.2	90.2	113.8	95.6	103.0	90.3
Cc1ccc(S(=O)(=O)ON2C(=O)c3ccccc3C2=O)c(C)c1
    0.3	69.7	-0.2	98.5	82.1	61.4	122.1	57.1
CC1(C)CC2CC(C)(CN2C(=O)COC(=O)c2ccc(NC(=O)CC#N)cc2)C1 (configuration not stated)
    -1.3	102.0	0.3	89.3	90.7	94.7	103.8	102.0
COc1cccc(/C=N/NC(=O)c2nc(-c3ccccc3)cc(-c3ccccc3)n2)c1O
    41.9	86.9	0.1	97.4	101.0	98.2	106.5	87.0
O=C(NCc1ccccc1)c1onc(CSc2ccccc2)c1C(=O)NCC1CC1
    9.0	93.6	0.0	99.7	99.4	96.8	100.7	101.6
CC(=O)NCCC(=O)Nc1nc2c(ccc3ccccc32)s1
    13.3	102.7	0.0	108.5	108.8	100.7	104.4	105.1
O=C(Nc1cccc2cccnc12)c1ccccc1Cl
    8.3	95.2	0.0	102.0	104.8	95.8	100.7	99.1
CN1/C(=C\C(=O)COC(=O)C2COc3ccccc3O2)C(C)(C)c2ccccc21 (configuration not stated)
    -1.3	101.8	0.2	109.1	91.5	103.5	105.3	111.5
COc1cccc(CN(C)C(=O)CCc2nnc(-c3ccsc3)o2)c1
    3.3	86.4	0.0	107.1	101.9	103.6	97.6	109.5
O=C(c1ccco1)N(CCCN1CCOCC1)c1nc(-c2ccc(F)cc2)cs1
    5.2	100.1	0.1	102.3	122.2	99.8	100.5	103.0
O=C(Nc1ccncc1)Nc1ccccc1Cl
    10.5	108.6	0.1	101.3	98.4	100.4	92.7	97.8
CCOc1ccc(OCc2cccc(C(=O)Nc3ccc(CN4CCCCC4)cc3)c2)cc1
    -11.1	94.4	-1.2	95.2	91.7	95.4	93.4	101.0
O=C(Nc1cccc(-c2cn3c(n2)SCC3)c1)c1ccc2ccccc2n1
    93.7*	97.0	0.1	94.5	76.0	98.4	99.5	97.2
CC1(C)CCC(C)(C)NC(=S)N1
    0.2	99.2	0.0	107.7	93.9	99.5	87.0	91.1
N#Cc1cc(Oc2cccc3cccnc23)c(-n2nnc3ccccc32)cc1C#N
    21.9	93.3	0.6	107.5	155.6	101.4	106.0	103.5
CS(=O)(=O)NNC(=O)Cn1nnc(-c2ccc(OCc3ccccc3Cl)cc2)n1
    -4.1	95.8	-0.4	99.7	103.0	96.9	100.6	95.6
COc1ccc(OC)c(NC(=O)C2CCCNC2=O)c1 (configuration not stated)
    1.5	100.8	-0.1	96.3	109.3	97.2	99.2	102.6
CC(=O)Nc1ccc(NC(=O)C(C)OC(=O)C2CCC2)cc1 (configuration not stated)
    0.1	101.2	0.0	119.0	133.2	101.9	109.1	105.5
CCOc1ccccc1NC(=O)CCS(=O)(=O)c1ccc(Br)cc1
    -0.5	96.4	-0.2	104.5	93.4	102.0	95.8	103.8
Cc1ccc(C(C)C)c(OCCCCCN2CCOCC2)c1
    -0.9	96.3	0.2	96.6	89.6	93.8	100.9	95.9
Cc1cc2oc(C(=O)N(Cc3cccs3)C3CCS(=O)(=O)C3)cc(=O)c2cc1Cl (configuration not stated)
    -0.9	99.0	-0.1	92.0	90.8	92.6	97.4	101.4
Cc1ccccc1CN1CCNC(=O)C1CC(=O)O (configuration not stated)
    -3.9	96.0	0.0	84.2	110.1	101.8	85.3	87.9

Structures shown so far with a furan ring, fused or not, in the order listed:
The line under a structure holds: AHR activator	CIT2 TOR yeast	Efflux pump inh	MEP2 TOR yeast	CR mimetic SO	RPL19A TOR yeast	LAP4 TOR yeast	AGP1-GFP MLPCN
O=C(CSc1ncnc2sc3c(c12)CCCCC3)NCc1ccco1
    -0.3	77.8	0.2	90.2	113.8	95.6	103.0	90.3
O=C(c1ccco1)N(CCCN1CCOCC1)c1nc(-c2ccc(F)cc2)cs1
    5.2	100.1	0.1	102.3	122.2	99.8	100.5	103.0

Remaining list, next part:
The line under a structure holds: AHR activator	CIT2 TOR yeast	Efflux pump inh	MEP2 TOR yeast	CR mimetic SO	RPL19A TOR yeast	LAP4 TOR yeast	AGP1-GFP MLPCN
COc1cccc(-c2onc3ccc(C4(C)OCCO4)cc23)c1
    28.1	86.3	0.0	88.8	114.3	92.8	86.1	85.0
C=CCN(CC=C)C(=O)COC(=O)c1n[nH]c2ccccc12
    1.0	93.6	-0.1	93.1	112.6	94.8	97.3	97.3
CCCCN(CCCC)C(=O)c1nsnc1-c1ccccc1O
    -0.5	104.1	-0.3	99.6	94.3	99.4	98.2	102.8
COC(=O)c1cnc2c(c(C)nn2C)c1OC
    -0.7	106.3	0.0	95.5	117.5	98.5	118.2	107.4
Cc1ccc2nsnc2c1S(=O)(=O)N1CCCC1C(=O)O (configuration not stated)
    -2.4	95.7	0.1	99.1	96.3	93.9	101.0	96.2
COc1ccc(C(=O)Nn2c(C)nc3ccccc3c2=O)cc1[N+](=O)[O-]
    45.5	105.9	-0.2	101.4	98.7	97.2	93.4	98.3
O=C1CC(NCc2ccc3c(c2)OCO3)C(=O)N1CCc1ccccc1 (configuration not stated)
    2.4	102.4	0.0	102.8	99.5	100.3	101.7	100.8
O=C(NNC(=O)c1ccc[nH]1)c1cc(Cl)cc(Cl)c1
    3.8	90.7	-0.2	100.5	93.3	97.9	109.6	97.2
Cc1ccc(NC(=O)C2CC(=O)N(Cc3ccccc3)C2)cc1S(=O)(=O)N1CCCCCC1 (configuration not stated)
    2.1	92.5	-0.2	87.0	108.0	98.6	91.8	94.8
Cc1ccc(OCC(=O)N/N=C2\CCOc3c(C)cccc32)cc1
    2.2	100.4	0.5	110.5	90.2	96.2	102.9	96.9
CN(c1ccccc1)S(=O)(=O)c1ccc(-c2ccccc2)cc1
    0.6	102.1	0.0	109.1	101.6	106.5	103.2	101.4
CCOC(=O)c1sc(C)c(C(=O)NC2CCCCC2)c1N
    28.8	104.1	-0.1	97.9	95.0	103.1	99.2	103.1
Cc1cccc(NC(=O)C2CCCN(S(=O)(=O)c3cccc4nsnc34)C2)c1 (configuration not stated)
    11.6	100.7	0.0	103.3	130.2	98.7	101.4	98.8
NS(=O)(=O)c1cnccc1NCCc1ccccc1
    0.9	99.8	0.0	94.1	99.0	99.7	112.3	106.4
Cc1[nH]c(C)c2c(=O)n(Cc3ccc(Cl)cc3)ncc12
    -1.0	89.0	-0.1	91.5	90.5	96.3	106.2	98.3
O=C(OCc1nc2ccsc2c(=O)[nH]1)c1ccc(Cl)s1
    1.3	102.0	0.0	103.8	122.1	107.3	109.5	109.5
Cc1cccc(NC(=O)CN2C(=O)COc3ccc(Cl)cc32)c1
    2.1	98.1	0.1	106.8	104.3	103.5	96.3	93.0
COc1ccccc1CN1CC(C(=O)NCc2cc(F)cc(C(F)(F)F)c2)CCC1=O (configuration not stated)
    0.4	98.4	0.0	94.9	112.4	98.5	88.3	103.5
Cc1ccc(Cn2cnc3c(cnn3-c3ccc(F)cc3)c2=O)cc1
    -0.1	89.8	0.0	75.2	110.3	94.1	83.3	100.1
COc1cc2c(C(=O)N(C)c3cc(Cl)ccc3OC)cn(C)c(=O)c2cc1OC
    1.2	99.5	0.0	103.3	107.8	100.0	102.0	107.1
N#CCCN1CCN(C(=O)c2c(N)no[n+]2[O-])CC1
    1.1	100.3	-0.1	103.4	97.5	108.0	100.1	104.3
CC(C)CC1Nc2ncnc(N3CCOCC3)c2N(Cc2ccc(Br)cc2)C1=O (configuration not stated)
    6.4	88.5	-0.2	94.2	97.1	101.3	128.0	83.2
COc1cc2c(cc1O)C(SC)=NC(C)(C)C2
    4.9	91.7	0.1	99.0	108.0	99.6	105.6	100.7
CCOc1ccc(-c2nc3c(s2)CCc2onc(-c4ccc(OC)cc4)c2-3)cc1
    0.6	92.6	-0.1	91.3	105.5	94.8	99.7	86.4
CCN(CC(=O)NCc1cccs1)C(=O)c1cccc(Cl)c1
    -0.6	101.7	0.0	103.8	105.2	100.3	96.3	100.8
CN(C)c1ccc(N=Nc2cccc3ccoc23)cc1
    14.4	93.8	-0.2	108.0	94.8	103.0	110.4	90.6
COc1ccc(Nc2nc3c(c(=O)n(C)c(=O)n3C)n2CCO)cc1
    21.4	115.1	-0.1	114.0	90.3	105.1	107.9	104.1
O=C(N/N=C/c1c(O)n(Cc2ccccc2)c(=O)c2ccccc12)c1cccnc1
    11.1	111.1	-0.1	113.2	86.9	98.5	106.5	104.5
C/C(=N\NC(=O)c1ccccc1N)c1ccc(NC(=O)Cc2ccccc2)cc1
    nt	84.4	0.1	108.0	93.8	120.7	76.2	86.3
CC1(C)CC(=O)C(C=Nc2ccc(NC3=C(C#N)C(=O)CC(C)(C)C3)cc2)=C(O)C1
    -2.6	101.3	0.0	101.5	96.2	95.5	105.0	100.6
O=C(CCC(=O)N1CCN(c2ccccn2)CC1)c1cccs1
    4.2	105.0	0.2	103.0	85.5	97.4	98.9	104.3
Cc1cc(NC(=O)CSc2nnc(-c3ccccc3Cl)o2)no1
    8.7	90.5	-0.2	95.1	95.6	96.0	90.6	89.9
CCOC(=O)N1CCC(N2C(=O)c3ccc(C(=O)NCCOC)cc3C2=O)CC1
    1.5	105.1	0.0	108.2	115.6	103.5	95.3	103.1
CCCC12C(=O)C(C)(C(c3ccccc3)=C1c1ccccc1)C1C(=O)N(c3ccc(C)cc3)C(=O)C12 (configuration not stated)
    1.5	97.6	-0.1	102.5	94.6	101.4	90.1	96.5
O=C(NCCN1CCOCC1)C(=O)NCc1ccc2c(c1)OCO2
    1.6	110.3	-0.2	98.6	93.9	100.3	106.0	101.5
CC(=O)Nc1ccc(SCC(=O)Nc2sccc2C#N)cc1
    12.1	109.3	0.0	107.7	92.9	98.1	110.5	117.1
Cc1ccc(S(=O)(=O)NCCn2cnc([N+](=O)[O-])n2)cc1
    3.9	99.2	-0.1	95.7	117.4	100.0	93.0	101.9

Screening results: PubChem, several laboratories
